RTF Ca sens inh – cardiac RTF calcium desensitization; P19429+P45379; AID 493244; inhibition, % at 7.15 µM; IANBD-labeled cardiac RTF, Ca2+ fluorescence; 0.12% of 340,000 active;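 active = inhibition above the mean inhibition of all tested compounds plus 3 SD, cut at about 17% in these data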;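 also: assay run at fixed EC70 calcium of 1.6 mM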
Rtt109 HAT inh – blocks Candida albicans Rtt109/Vps75 acetyltransferase activity; Q5AAJ8; purified Rtt109/Vps75, ThioGlo CoA-SH fluorescence, 4 h; inhibition, % at 34.9 µM; 0.16% of 330,000 active;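 active = inhibition of at least 50% in every replicate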
Keap1 Nrf2 FP – Keap1-Nrf2 (human) interaction inhibition; 0.15% of 340,000 active; AID 504523; inhibition, % at 9.4 µM; Keap1 Kelch-Nrf2 peptide fluorescence polarization, 1536-well; Q14145; in the data active = inhibition above about 12%;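 also: human Keap1 Kelch domain with fluorescein labeled Nrf2 9mer peptide probe; 0% = neutral control wells and 100% = peptide positive control; higher means more block of Keap1 binding to Nrf2 peptide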
Target sequence (Q14145 whole entry, looked up, the tested form may be a part): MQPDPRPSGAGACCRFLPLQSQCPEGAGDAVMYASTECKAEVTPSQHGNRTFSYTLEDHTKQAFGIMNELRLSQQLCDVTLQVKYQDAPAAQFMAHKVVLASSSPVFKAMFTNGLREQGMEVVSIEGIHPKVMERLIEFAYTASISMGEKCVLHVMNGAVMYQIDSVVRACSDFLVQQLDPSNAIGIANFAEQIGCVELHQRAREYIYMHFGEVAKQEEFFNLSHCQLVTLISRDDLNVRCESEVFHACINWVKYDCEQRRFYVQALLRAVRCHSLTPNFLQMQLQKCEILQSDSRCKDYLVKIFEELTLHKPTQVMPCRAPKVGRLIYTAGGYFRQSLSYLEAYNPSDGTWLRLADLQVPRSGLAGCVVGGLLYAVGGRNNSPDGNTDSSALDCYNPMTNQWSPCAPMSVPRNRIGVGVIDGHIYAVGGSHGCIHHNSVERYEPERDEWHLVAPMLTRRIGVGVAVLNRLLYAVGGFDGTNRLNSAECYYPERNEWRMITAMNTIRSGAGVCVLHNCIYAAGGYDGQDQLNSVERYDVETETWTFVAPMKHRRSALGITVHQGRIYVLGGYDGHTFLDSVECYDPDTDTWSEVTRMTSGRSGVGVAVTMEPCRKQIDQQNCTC
DAGLB inh – diacylglycerol lipase beta (human) inhibition | HEK293T DAGLB membrane lysate, EnzChek fluorogenic substrate | inhibition, % at 5.17 µM | 0.059% of 340,000 active | AID 504411; in the data active = inhibition above about 34%;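 also: 0% = enzyme with vehicle and 100% = wells lacking enzyme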
SR-BI DiI-HDL act – SR-BI HDL lipid transfer activation; CHO ldlA[mSR-BI] cells, DiI-HDL uptake fluorescence, 3 h; 100 = double the neutral-control signal; activation, % at 12.5 µM; 0.096% of 320,000 active; AID 504775;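 active = mean replicate activation of at least 60% and every replicate at or above 60%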;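 also: 0% = median plate neutral-control signal and 100% = twice that signal; values of inactives mirror those of a sister screen read the other way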
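System: CHO ldlA[mSR-BI] cells / Medium: HEPES-buffered (25 mM, pH 7.4) F12 plus 0.5% BSA / Probe or stimulus: labelled HDL, 10 µg/mL / Doses: single compound concentration, delivered by pin transfer / Schedule: 3 h, 37 °C / Measured by: DiI fluorescence, bottom read / Measure: cell-associated DiI fluorescence as measure of HDL uptake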
C-LANA FP – blocks KSHV LANA C-terminal domain binding to DNA; 0.078% of 340,000 active; MBP-C-LANA/FAM-LBS DNA binding, fluorescence polarization; inhibition, % at 9 µM;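 active = highest replicate inhibition at or above 60% at 9 µM, even if other replicates fall short; inactive = all replicates below 60% inhibition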;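 also: 0% = neutral control wells and 100% = 4 µM acridine orange control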
CAL PDZ FP-1 – inhibitors of human CAL PDZ peptide binding. purified CAL PDZ, TMR-peptide fluorescence polarization, 1 h. 0.92% of 300,000 active. AID 602252. inhibition, % at 24.9 µM. Q9HD26;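 active = mean inhibition of at least 30% with at least half of replicates also reaching 30%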;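 also: 0% = DMSO neutral control and 100% = excess unlabeled competitor peptide PRC23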
CAL PDZ FP-2 – human CAL PDZ-peptide interaction inhibition | Q9HD26 | purified CAL PDZ, TMR-peptide fluorescence polarization, 1 h | inhibition, % at 20 µM | 0.02% of 330,000 active | AID 504414;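 active = highest replicate inhibition of at least 40%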;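 also: plate controls were DMSO neutral control wells for no effect and unlabeled competitor peptide control wells for full effect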
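Assay system – tagged CAL PDZ protein CerCALP, purified · Timing – 1 h at RT · Compound – single point, 20 µM · Measured by – fluorescence polarization from S- and P-plane intensities, G-factor corrected · Evaluation – inhibition from polarization loss · Probe or stimulus – TMR reporter peptide T*-PRC34 · Buffer or medium – pH 7.4 phosphate-saline buffer, reducing agent, detergent, IgG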
RTF Ca sens act – increases calcium sensitivity of human cardiac regulated thin filaments; AID 493008; IANBD-labeled TnC RTF fluorescence at EC20 calcium; 0% EC20 calcium, 100% full calcium; 0.24% of 340,000 active; activation, % at 7.2 µM; P19429+P45379;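 active = activation above the mean over all tested compounds plus 3 SD, cut at about 30% in these data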;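 also: rise in fluorescence read as greater calcium sensitivity of cardiac thin filaments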
PKA-R2B act – PKA-R2B complex activation; P22694+P31323; PKA-R2B holoenzyme dissociation, Cy5-IP20 fluorescence polarization; R2B truncated from residue 108, S112A mutant; 0% DMSO only, 100% 113 µM cGMP; activation, % at 11.4 µM; 0.079% of 340,000 active; AID 504700;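 active = activation above a cutoff set at the mean over all compounds plus 3 SD, cut at about 18% in these data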;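 also: higher means more holoenzyme dissociation and a rise in polarization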
Target sequence (P31323 whole entry, looked up, other chains not shown, the tested form may be a part): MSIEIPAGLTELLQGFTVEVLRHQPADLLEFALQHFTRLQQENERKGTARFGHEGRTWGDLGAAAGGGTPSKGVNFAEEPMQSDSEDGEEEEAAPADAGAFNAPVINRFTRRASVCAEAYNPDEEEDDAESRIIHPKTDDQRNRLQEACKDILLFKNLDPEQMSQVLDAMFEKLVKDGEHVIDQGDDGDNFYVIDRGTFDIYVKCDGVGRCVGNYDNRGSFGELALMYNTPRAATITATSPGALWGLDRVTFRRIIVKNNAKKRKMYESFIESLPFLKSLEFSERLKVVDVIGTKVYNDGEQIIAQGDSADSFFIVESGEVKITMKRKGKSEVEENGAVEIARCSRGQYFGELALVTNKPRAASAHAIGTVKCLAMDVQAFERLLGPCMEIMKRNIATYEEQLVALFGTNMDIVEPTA
* marks the source's active call; other numbers are inactive results; x = not tested or not shown.

SMILES	RTF Ca sens inh	Rtt109 HAT inh	Keap1 Nrf2 FP	DAGLB inh	SR-BI DiI-HDL act	C-LANA FP	CAL PDZ FP-1	CAL PDZ FP-2	RTF Ca sens act	PKA-R2B act
O=C(c1ccc(F)cc1)c1c[nH]c(C(=O)NCc2cccnc2)c1	-3	-17	-2	0	-2	0.4	-5	-3.3	4	-6
CCOC(=O)N1CCN(CC(O)c2ccc3c(c2)CCN3)CC1 (stereo unspecified)	-1	17	0	0	7	0.6	-4	-0.7	2	-1
CCOc1cc(C(=O)NCCc2ccc(S(N)(=O)=O)cc2)cc(OCC)c1OCC	0	-7	-3	3	15	1.2	-4	0.9	-2	5
Cc1ccc2nc(-c3ccc(NC(=O)C4CCCO4)cc3)[nH]c2c1 (stereo unspecified)	-3	-2	-7	-1	-18	-0.2	3	-4.7	1	6
CC1CN(C(=O)c2scc3c2OCCO3)CC(C)O1 (stereo unspecified)	-18	-13	-1	0	13	0.7	-2	-2.8	3	4
Cc1onc(-c2ccccc2Cl)c1C(=O)OCC(=O)Nc1cccc(S(=O)(=O)N(C)C)c1	-6	4	-3	-5	-38	-0.1	-2	1.1	0	-2
O=C(NCc1ccncc1)C1CCN(S(=O)(=O)c2ccc(F)cc2)CC1	-19	-8	0	-2	5	-0.9	-4	0.6	-3	-2
Cc1ccccc1N(CC(=O)NC1CCCCC1)C(=O)c1csnn1	-11	-1	-2	0	14	-0.2	-2	-1.2	9	-7
CCN1C(=O)C(=O)N(CC(=O)Nc2cccc(C(F)(F)F)c2)C1=O	-3	1	0	2	13	-0.1	x	-4.6	-3	3
O=C(NCc1ccco1)c1cnn2c(C(F)(F)F)cc(-c3cccs3)nc12	-3	-35	-4	-4	-8	1.3	x	-0.7	-4	-12
CCOc1ccccc1CN(Cc1ccco1)S(=O)(=O)c1ccc(-n2cnnn2)c(OC)c1	1	-3	1	-4	-36	0.7	-4	-0.2	-3	-9
COc1ccc2nc(NC(=O)C3CCN(C(=O)c4ccco4)CC3)sc2c1	-8	13	2	3	x	0.6	1	-1.8	-1	4
Cc1ccc(OCC(=O)N/N=C/c2ccncc2)cc1	-2	-1	0	-1	26	-1.4	-2	0.6	-2	-5
Nc1nonc1N/N=C\c1ccccc1	1	2	-6	0	11	0.2	x	-0.8	0	-11
Cc1cc2c(NC(=O)Nc3ccccc3)cccc2nn1	1	12	-5	1	-18	0.1	x	-5.6	0	-2
O=C(Nc1ccccc1C(=O)O)/C(=C/c1ccc(Cl)cc1Cl)NC(=O)c1ccco1	-3	34	-2	3	21	1.0	-7	-1.7	-7	-16
O=C(CN1CCNCC1)NCCSc1ccc(Cl)cc1	8	5	0	-1	-14	-1.0	2	-1.5	-6	4
O=C(c1ccccc1S(=O)(=O)NCc1ccccc1)N1CCCCC1	-5	-4	4	-2	13	-0.1	x	0.2	0	-4
N#Cc1ccccc1Sc1ccccc1C(=O)OCC(=O)N1CCN(C(=O)c2ccco2)CC1	-5	4	-4	-4	-31	6.2	-6	-1.8	-1	-5
CC(C)Nc1ccc(C(CC(N)=O)NC(=O)Cc2ccc(Br)cc2)cc1[N+](=O)[O-] (stereo unspecified)	-13	3	-2	18	-4	1.9	5	-0.1	3	-8
O=C1[C@@H]2Cc3c([nH]c4ccccc34)CN2C(=O)CN1CCCCCO	0	4	0	-2	7	0.4	0	-1.5	-6	-11
C[C@H]1COC(=O)[C@H](Cc2ccc(F)cc2)CC/C=C/C[C@@H](CC(=O)N(CCO)Cc2ccccc2)C(=O)N1	-15	0	3	-1	2	1.3	x	-2.2	3	1
C=CCn1c2ccccc2c2n[nH]c(=S)nc21	1	4	0	-3	12	-1.4	-7	-0.8	-2	-2
O=C1CC(c2ccccc2)C(=O)N1c1cccc(O)c1 (stereo unspecified)	-6	-13	-3	0	5	0.4	x	-0.2	4	-4
CCOC(=O)c1cc(C#N)c(Oc2ccc(F)cc2)nc1-c1ccccc1	1	0	1	-13	-7	0.6	-2	-1.1	0	-6
CCN(CC)c1nc(-c2ccccc2)cc(C(F)(F)F)c1C#N	-10	6	1	0	-30	4.0	-1	-6.0	3	10
O=C(NCc1ccccc1Cl)C1CCN(S(=O)(=O)c2cccs2)CC1	0	18	-5	-2	-18	3.5	-4	-3.3	1	1
CNC(C)c1cc(OC)ccc1OC (stereo unspecified)	6	3	-1	0	3	0.9	1	1.1	14	5
COC(=O)c1ccccc1NC(=O)c1nc2nc(C)cc(C)n2n1	-3	4	-3	-4	-2	-0.1	-7	-0.8	-3	8
Cc1c(CCO)c(=O)n2n1CCCC2	5	9	-3	-1	2	0.6	-6	-0.4	-5	-6
Cc1ccc(Nc2nc(-c3sc(C)nc3C)cs2)cc1	3	-6	3	-1	-37	-0.7	6	1.3	1	0
COc1ccc(NC(=O)CNC(=O)Cn2ccc3ccccc3c2=O)c(OC)c1	0	1	-1	-4	-3	-0.3	-5	1.6	-5	0
Cc1cc(Cl)ccc1OCC(=O)NCCOc1nc(N2CCOCC2)nc(N2CCOCC2)n1	-2	7	-2	-4	-32	0.7	x	-1.4	20	-12
COc1ccc(-n2nc(C(=O)NCC(=O)NCCCN3CC(C)CC(C)C3)c3ccccc3c2=O)cc1Cl (stereo unspecified)	8	11	-3	-3	13	-1.4	-5	-3.3	-8	-7
CCOc1cc2[nH]c(=S)n(Cc3ccc(C(=O)NCCN(CC)CC)cc3)c(=O)c2cc1OCC	1	10	-8	-2	-5	-5.7	-15	-7.0	-1	14
COc1ccc(NC(=O)CC2C(=O)N(c3ccc(OC)cc3)C(=O)N2Cc2ccc(OC)c(OC)c2)cc1 (stereo unspecified)	3	-41	-8	-1	-15	-1.3	-3	-0.9	2	-9

Single records (already shown). Order of values: RTF Ca sens inh, Rtt109 HAT inh, Keap1 Nrf2 FP, DAGLB inh, SR-BI DiI-HDL act, C-LANA FP, CAL PDZ FP-1, CAL PDZ FP-2, RTF Ca sens act, PKA-R2B act
COc1ccc(-n2nc(C(=O)NCC(=O)NCCCN3CC(C)CC(C)C3)c3ccccc3c2=O)cc1Cl (stereo unspecified) reads 8, 11, -3, -3, 13, -1.4, -5, -3.3, -8, -7
CNC(C)c1cc(OC)ccc1OC (stereo unspecified) reads 6, 3, -1, 0, 3, 0.9, 1, 1.1, 14, 5
O=C(NCc1ccccc1Cl)C1CCN(S(=O)(=O)c2cccs2)CC1 reads 0, 18, -5, -2, -18, 3.5, -4, -3.3, 1, 1
CCOc1cc(C(=O)NCCc2ccc(S(N)(=O)=O)cc2)cc(OCC)c1OCC reads 0, -7, -3, 3, 15, 1.2, -4, 0.9, -2, 5

Additional compounds follow:
SMILES	RTF Ca sens inh	Rtt109 HAT inh	Keap1 Nrf2 FP	DAGLB inh	SR-BI DiI-HDL act	C-LANA FP	CAL PDZ FP-1	CAL PDZ FP-2	RTF Ca sens act	PKA-R2B act
CC(C)C(OC(=O)c1nsc(Cl)c1Cl)C(=O)NCC1CCCO1 (stereo unspecified)	-4	-14	-2	-1	29	-0.4	-7	-1.1	1	6
COc1cccc2cc(C(N)=O)/c(=N\NC(=O)c3ccccc3)oc12	1	-2	-1	-3	3	0.0	-3	-1.1	-5	-4
CCC(C)C1(C2CCCC2)NC(=O)NC1=O (stereo unspecified)	1	-1	-1	2	1	3.2	0	-0.2	1	6
CN(CC(=O)Nc1ccc2c(c1)OCO2)S(=O)(=O)c1ccc(F)cc1	5	-10	-1	0	x	1.5	5	-0.3	0	17
NS(=O)(=O)c1ccc(CNc2ccc3ccccc3n2)cc1	2	4	4	-1	x	0.2	3	-2.8	-2	14
CNc1nc(CCN2C(=O)c3ccccc3C2=O)cs1	-5	x	2	0	-5	-0.9	-1	-1.2	0	-7
Cc1c(CCC(C)C)c(-n2ccnc2C)n2c(nc3ccccc32)c1C#N	-18	-6	-4	-1	1	4.3	0	-2.5	-1	7
CCOC(=O)c1cc([N+](=O)[O-])c([N+](=O)[O-])cc1NC(C)=O	1	5	-2	-28	24	0.7	1	-1.6	4	10
Cc1cccn2c(=O)c3cc(S(=O)(=O)c4ccccc4)c(=N)n(Cc4ccco4)c3nc12	-5	-17	1	-4	-8	0.1	-3	0.4	2	8
COc1ccc(-n2nnnc2SCC(=O)N2CCCC2)cc1OC	5	-9	3	1	28	0.2	-2	-0.6	2	-1
FC(F)(F)c1cc(CCN2CCNC[C@@H]2Cc2ccccc2)cc(C(F)(F)F)c1	-8	3	-4	1	14	-0.2	-4	-0.8	1	1
COc1cc(C(=O)N2CCCc3ccccc32)c([N+](=O)[O-])cc1OC	-9	2	-3	-3	2	0.1	-3	0.4	-7	8
CCOc1ccccc1CN1CCN(S(=O)(=O)CC)CC1	-6	4	0	-1	14	0.6	1	0.3	-2	7
CC(=O)Nc1ccc(-c2cn3ccsc3n2)cc1	-10	-5	-4	-3	0	1.3	-3	-2.7	6	1
O=C(OCC(=O)N1CCN(C(=O)c2ccco2)CC1)c1ccccc1C(=O)c1ccc(Cl)cc1	7	13	-3	1	-20	-0.5	3	-2.1	1	3
CCOC(=O)c1c(S(=O)(=O)Nc2ccccn2)c(C)n(C)c1C	2	-3	0	0	33	-1.0	-6	-3.5	-2	1
O=C(O)CNC(=O)c1ccc(Oc2c(F)c(F)c(Oc3ccc(C(=O)NCC(=O)O)cc3)c(F)c2F)cc1	-9	3	3	2	x	-0.5	7	-2.0	4	1
C/C(CCC(C)C)=N\Nc1ccc(S(N)(=O)=O)cc1[N+](=O)[O-]	-1	24	-3	15	-4	1.7	x	0.6	4	-4
COc1cccc(C(=O)NNc2nc(C)cc(C)n2)c1	2	0	-7	-1	12	-1.5	-1	-1.0	6	-12
CC(C)COc1ccc(C(=O)N/C(=C\c2cccc([N+](=O)[O-])c2)C(=O)O)cc1	-7	8	-1	3	x	2.3	-4	-2.5	-4	1
COc1cccc(C(=O)NC2CCN(CC(=O)Nc3ccccc3Cl)CC2)c1	-5	-3	3	-2	6	-0.7	-5	x	0	11
Cn1c(=O)c2c(nc(Oc3ccccc3)n2C)n(C)c1=O	-3	9	-1	0	5	0.6	-2	-1.1	1	6
Cc1cc(C)n2nc(SC(C)C(=O)NC3CCCCC3C)nc2n1 (stereo unspecified)	-9	2	3	0	12	-7.3	-1	-2.2	1	5
C1CCN(Cc2nnnn2CC2CCCO2)CC1 (stereo unspecified)	-3	2	0	-2	5	-1.6	-2	0.0	-1	6
CC1CCC2(CC1)NC(=S)N(c1ccccc1)N2 (stereo unspecified)	-13	95*	-5	-3	3	0.9	-3	-1.4	1	-6
CC1(C)OC(=O)N(Cc2ccco2)C1(C)O (stereo unspecified)	-1	1	-6	3	25	1.8	20	-1.6	2	4

Screening results as filed in PubChem BioAssay.
